CHT inh: human CHT choline transport inhibition | Q9GZV3 | actives 0.86% (n = 310,000) | B-score at 10 µM | CHT-expressing cells, membrane potential dye, choline response; active compounds read low;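 active = B-score over 3 SD under the library average, and starting fluorescence ratio not unusually high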;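 also: choline stimulus applied at its EC90 after an EC20 pre-addition; B-score computed on integrated fluorescence ratio after choline addition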
Target sequence (Q9GZV3 whole entry, looked up): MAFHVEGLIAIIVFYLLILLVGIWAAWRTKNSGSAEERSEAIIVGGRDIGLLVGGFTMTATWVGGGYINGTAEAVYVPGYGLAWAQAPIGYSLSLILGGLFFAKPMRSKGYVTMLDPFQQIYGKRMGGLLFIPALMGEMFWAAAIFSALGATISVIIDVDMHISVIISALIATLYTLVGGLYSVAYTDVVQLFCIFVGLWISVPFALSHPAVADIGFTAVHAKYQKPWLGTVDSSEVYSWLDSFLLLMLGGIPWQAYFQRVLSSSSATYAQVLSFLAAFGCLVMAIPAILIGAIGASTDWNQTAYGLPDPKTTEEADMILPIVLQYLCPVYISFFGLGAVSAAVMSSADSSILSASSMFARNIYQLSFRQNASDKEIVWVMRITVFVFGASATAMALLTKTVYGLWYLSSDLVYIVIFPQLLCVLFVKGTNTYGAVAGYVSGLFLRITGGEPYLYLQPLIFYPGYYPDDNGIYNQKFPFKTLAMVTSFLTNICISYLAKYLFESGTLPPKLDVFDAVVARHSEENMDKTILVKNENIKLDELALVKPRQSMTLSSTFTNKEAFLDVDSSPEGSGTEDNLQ
Kir21 block: inhibitors of mouse Kir2.1 inward-rectifier potassium channel | actives 0.85% (n = 310,000) | P35561 | HEK293-Kir2.1, FluxOR thallium flux fluorescence; active compounds read low | B-score at 10 µM;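 active = fluorescence ratio B-score at or below minus 3 SD of library scores, with starting-brightness B-score within 2 SD, cut at about -4.2 in these data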;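 also: channel flux triggered by added potassium and thallium sulfate stimulus; B-score of peak minus minimum fluorescence over baseline after thallium stimulus; more negative B-score means stronger Kir2.1 block with less thallium influx; some compounds called inactive have numbers as strong as hits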
Target sequence (P35561 whole entry, looked up): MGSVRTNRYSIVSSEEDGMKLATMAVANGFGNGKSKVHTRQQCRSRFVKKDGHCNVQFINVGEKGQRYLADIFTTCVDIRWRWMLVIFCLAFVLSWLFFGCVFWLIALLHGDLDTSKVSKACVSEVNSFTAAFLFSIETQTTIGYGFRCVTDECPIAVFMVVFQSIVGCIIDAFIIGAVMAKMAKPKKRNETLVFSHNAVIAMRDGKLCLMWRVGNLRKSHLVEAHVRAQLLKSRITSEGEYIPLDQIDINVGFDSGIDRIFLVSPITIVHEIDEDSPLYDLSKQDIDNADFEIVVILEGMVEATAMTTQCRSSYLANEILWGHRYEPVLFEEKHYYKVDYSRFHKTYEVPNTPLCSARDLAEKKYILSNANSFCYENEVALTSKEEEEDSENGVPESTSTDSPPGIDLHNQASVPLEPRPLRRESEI
KCNQ2 block: KCNQ2 channel blockers in CHO-K1 cells – cell-based, FluxOR thallium flux, B-score, primary screen (AID 2156); 20 min; active compounds read low; B-score at 10 µM; actives 1.1% (n = 310,000);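 active = fluorescence ratio B-score at most minus 3 library SDs, with starting brightness B-score within 2 library SDs, cut at about -5.5 in these data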
Active calls of the source: *; i = inactive; . = not tested or not shown.

Preview (4 entries):
SMILES,CHT inh,Kir21 block,KCNQ2 block
Cc1cnc(C(=O)Nc2ccccc2-c2nnn(CC(=O)NC3CCCC3)n2)cn1,i,-0.38,i
CCC(C)N1C(=O)c2ccccc2C1C(=O)NC1CCCCCC1 (configuration not stated),i,1.89,i
CC(=O)Nc1nnc(S(N)(=O)=O)s1,i,0.89,i
O=C(CSc1nn(-c2ccc(F)cc2)c(=S)s1)NCC1CCCO1 (configuration not stated),-5.36*,-1.11,i

The list itself, from the start:
SMILES,CHT inh,Kir21 block,KCNQ2 block
Cc1cnc(C(=O)Nc2ccccc2-c2nnn(CC(=O)NC3CCCC3)n2)cn1,i,-0.38,i
CCC(C)N1C(=O)c2ccccc2C1C(=O)NC1CCCCCC1 (configuration not stated),i,1.89,i
CC(=O)Nc1nnc(S(N)(=O)=O)s1,i,0.89,i
O=C(CSc1nn(-c2ccc(F)cc2)c(=S)s1)NCC1CCCO1 (configuration not stated),-5.36*,-1.11,i
O=S(=O)(Nc1ccc(Cl)cc1)c1cccc2cccnc12,i,-0.79,i
O=C(Nc1cccc(F)c1)Nc1ccc(Cl)cn1,i,0.31,i
COc1ccc(C)cc1NC(=O)CCC(=O)Nc1ccc2nc(N3CCN(C)CC3)cc(C)c2c1,i,-1.54,i
CCCc1cc(=O)[nH]c(=S)[nH]1,i,-0.06,i
CCC(CC)NC(=O)Nc1ccc(F)cc1F,i,-0.33,i
CCOC(=O)c1ccc(NC(=O)COc2ccc(CNC3CCCCC3)cc2OC)cc1,i,-1.06,i
COc1ccccc1OCCCCCCN1CCN(C)CC1,i,1,i
COc1cc2c(cc1OC)C(NC(=O)C(F)(F)F)CNC2=O (configuration not stated),i,-1.12,i

Complete entries from above:
Profile of CCC(C)N1C(=O)c2ccccc2C1C(=O)NC1CCCCCC1 (configuration not stated) → CHT inh: i; Kir21 block: 1.89; KCNQ2 block: i
Profile of CCOC(=O)c1ccc(NC(=O)COc2ccc(CNC3CCCCC3)cc2OC)cc1 → CHT inh: i; Kir21 block: -1.06; KCNQ2 block: i

Later entries:
SMILES,CHT inh,Kir21 block,KCNQ2 block
CCc1nnc(NC(=O)CSc2nnc(CCc3nc4ccccc4[nH]3)n2C)s1,i,1.14,i
CCOC(=O)C1CCN(C(=O)COC(=O)C2CCN(S(=O)(=O)c3ccc4c(c3)OCCO4)CC2)CC1,i,0.64,i
Cc1c(C(=O)N(C)C2CCCCC2)sc2ncnc(N3CCN(c4ccccc4F)CC3)c12,i,-0.42,i
Cc1cc(Nc2ccc(N3CCOCC3)cc2)c2cccc(C)c2n1,i,0.89,i
Cc1ccc(NC(=O)N2CCC(NC(=O)c3cccc(F)c3)CC2)cc1,i,-0.95,i
CC(C)(C)OC(=O)NCCc1nnc(SCc2c(Cl)cccc2Cl)o1,i,-3.84,i
CCOC(=O)CSCC(=O)Nc1cc(C)ccc1C,i,1.47,i
O=C(N/N=C/c1c[nH]c2ccccc12)c1cccc(Cl)c1,i,0.04,i
CC(C)(CCC(=S)N1CCOCC1)C1CCCCC1,i,0.1,i
CCCCc1n[nH]c(=S)n1Cc1ccc(Cl)cc1,i,-0.89,i
O=S(=O)(c1ccc(F)c(F)c1F)N1CCN(C(=S)NCc2ccccc2)CC1,i,-1.25,i
COC(=O)c1ccc(/C=C2\Oc3ccccc3NC2=O)cc1,i,1.58,i

Later entries.
SMILES,CHT inh,Kir21 block,KCNQ2 block
COc1ccc(CNC(=O)C2=CC(c3ccc(C)cc3)=NS(=O)(=O)N2C)cc1,i,-0.12,i
FC(F)(F)c1cccc(NCc2cn3cccnc3n2)c1,i,-0.32,i
COc1ccc(C(C#N)c2ccc(=O)[nH]n2)cc1 (configuration not stated),i,0.84,i
O=C(CN1CCN(C(=O)C2CCCO2)CC1)Nc1ccc(F)cc1 (configuration not stated),i,-0.64,i
CC(Oc1ccc(Br)cc1)c1nc2c3ccccc3nc(=S)n2[nH]1 (configuration not stated),i,0.37,i
COC(=O)c1cc2n(n1)CCN(Cc1ccc(F)cc1)C2=O,i,0.84,i
CCCOc1c(Cl)cc(C(=O)Nc2ccc3c(c2)OCO3)cc1OCC,i,1.37,i
CC(c1ccc(F)cc1)n1c(-c2cccs2)n[nH]c1=S (configuration not stated),i,-3.3,i
c1ccc(N2CCCCC2)c(Nc2nc3ccccc3n3cnnc23)c1,i,0.69,i
COc1ccc(C(CCO)NC(=O)c2cccs2)cc1OC (configuration not stated),i,0.16,i
CCc1ccc(OCC(=O)N/N=C/c2cc([N+](=O)[O-])ccc2N2CCOCC2)cc1,i,0.85,i
O=C(CN1CCN(S(=O)(=O)/C=C/c2ccccc2)CC1)Nc1ccc(N2CCOCC2)cc1,i,-1.38,i

Carrying on.
SMILES,CHT inh,Kir21 block,KCNQ2 block
COc1ccccc1NC(=O)COC(=O)CCn1c(C)csc1=O,i,0.23,i
CCn1c(SCC(=O)Nc2ccc(C)cc2)nnc1-c1cnccn1,i,-0.65,i
CCc1cc2c(=O)n(Cc3ccco3)c(SCC(=O)NCC3CCCO3)nc2s1 (configuration not stated),i,-1.04,i
O=C(Nc1cc(S(=O)(=O)N2CCOCC2)ccc1Cl)C(=O)c1c(-c2ccccc2)cc2ccccn12,i,-0.09,i
CC(C)NC[C@@H](O)COc1ccc(CC(N)=O)cc1,i,-0.08,i
Cc1ccc2c(CN(C)Cc3cccc(Cl)c3)cc(=O)oc2c1C,i,0.04,i
CC(=O)N1CC(C)Oc2ccc(S(=O)(=O)NC(CC(=O)O)c3cc(C)ccc3C)cc21 (configuration not stated),i,0.25,i
C=CCN(C(=O)c1csnn1)C(C(=O)NCc1ccccc1)c1c(F)cccc1Cl (configuration not stated),i,2.7,i
Oc1[nH]c2ccccc2c1N=Nc1ccccc1F,i,-0.39,i
Cc1onc(-c2ccccc2)c1CNC(=O)C1COc2ccccc2O1 (configuration not stated),i,-5.43*,i
CC(C)S(=O)(=O)C1=NSC2=NC(=O)/C(=C\c3ccc(OC(=O)c4ccco4)cc3)C(=N)N21,-8.19*,-2.73,i
CSc1ccccc1NC(=O)C1CCCO1 (configuration not stated),i,0.09,i

New compounds follow.
SMILES,CHT inh,Kir21 block,KCNQ2 block
COc1ccccc1C(=O)C1CCCN(C(=O)c2cn3cc(Cl)ccc3n2)C1 (configuration not stated),i,-0.2,i
CCOC(=O)c1ccc(S(=O)(=O)N2CCN(CC(=O)NC(=O)NC3CCCCC3)CC2)cc1,i,-0.01,-5.62*
CCOC(=O)/C(C#N)=C/C=C1\C=Cc2ccccc2N1CC,i,0.44,i
CCCn1c2c(c(O)c(C(=O)NC)c1=O)CCCC2,i,1.28,i
CCNC(=S)N/N=C(\C)c1cc2ccccc2o1,i,0,i
c1ccc(COc2ccc(OCCCCN3CCCC3)cc2)cc1,i,-0.41,i
O=C(NCc1ccco1)c1ccc2snnc2c1,i,-1.09,i
C=CCOC(=O)C1=C(C)Nc2nnnn2C1c1cccs1 (configuration not stated),i,-1.47,i
COC(=O)c1[nH]c2ccc(C)cc2c1NC(=O)Nc1ccc(OC)cc1,i,-0.05,i
COc1ccc(C(=O)/C(=C/N(C)C)S(=O)(=O)c2ccccc2)cc1,i,1.3,i
Cc1ccc(SCC(=O)OCC(=O)N2CCN(C(=O)c3ccco3)CC2)c(C)c1,i,2.81,i
CCSc1nc2ccccc2n1C(=O)Oc1ccccc1,i,-2.78,i

Next section
SMILES,CHT inh,Kir21 block,KCNQ2 block
COCCNC(=O)CN1CCC(NC(=O)C(C)(C)C)CC1,i,0.08,i
CCCn1c(N)c(C(=O)CSc2ncc(C(F)(F)F)cc2Cl)c(=O)[nH]c1=O,i,-0.67,i
C/C(=N/NS(=O)(=O)c1ccc(F)cc1)c1ccc(NC(=O)c2ccc(C)o2)cc1,i,-0.57,i
NNC(=O)c1ccc(COc2ccc3c(c2)CCC3)o1,i,-0.53,i
CCN1CCN(C(C)C(=O)Nc2c(C)n(C)n(-c3ccccc3)c2=O)CC1 (configuration not stated),i,0.04,i
O=C(Cn1cnc2ccccc2c1=O)NCCC(=O)Nc1ccc2c(c1)OCCO2,i,-1.31,i
Cc1ccc(Cl)cc1N1CCN(C(=O)c2ccc(NC3=NC4CS(=O)(=O)CC4S3)cc2)CC1 (configuration not stated),i,-0.78,i
O=C(CCNS(=O)(=O)c1ccccc1)OCC(=O)c1ccc[nH]1,i,1.37,i
Cc1nn(Cc2ccc(C(=O)N3N=C(C(F)F)CC3(O)C(F)F)cc2)c(C)c1[N+](=O)[O-] (configuration not stated),i,1.02,i
COc1ccc(C(=O)NNC(=O)C2CCCN(C3CC(=O)N(c4ccccc4)C3=O)C2)cc1 (configuration not stated),i,-0.69,i
Cc1nn(C(=O)c2nn(C)cc2[N+](=O)[O-])c(C)c1Cl,i,0.88,i
COc1ccc(OCCNc2cc(N3CCOCC3)ccc2[N+](=O)[O-])cc1,i,0.06,i

Next part.
SMILES,CHT inh,Kir21 block,KCNQ2 block
CN(CCCNC(=O)c1ccccc1F)CCCNC(=O)c1ccccc1F,i,-0.01,i
CCN(CC)c1ccc(/C=N/NC(=O)c2ccco2)cc1,i,-0.02,i
Cc1ccc(NC(=O)c2noc3c2CCCCC3)cc1C,i,-0.02,i
CC(C)(C)c1ccc(C2(C)NC(=O)N(CC(=O)NCc3cccs3)C2=O)cc1 (configuration not stated),i,0.76,i
Cc1nnc(NC(=O)CCSCCC(=O)Nc2nnc(C)s2)s1,i,0.74,i
CCOC(=O)CN=C/C(C(C)=O)=C(/C)O,i,-0.06,i
Cc1cccc(C)c1OCC(=O)NC(Cc1c[nH]c2ccccc12)C(=O)O (configuration not stated),i,1.54,i
O=C(O)COc1ccc(-c2nnn(CC(=O)O)n2)cc1,i,2.14,i
COc1ccccc1NCCC(=O)OCC(=O)NC1CCCCC1,i,-2.68,i
COc1ccc(SCCN2CCN(C)CCC2=O)cc1,.,-0.02,i
CC(C)CN(C(=O)COC(=O)c1cnccn1)c1c(N)n(Cc2ccccc2)c(=O)[nH]c1=O,i,-1.4,i
Cc1cc(NC(=O)c2ccc(NC(=O)C(C)C)cc2)no1,i,0.43,i

Going on with the list.
SMILES,CHT inh,Kir21 block,KCNQ2 block
CC(C)CN(C(=O)CSc1nnnn1C)C1CCS(=O)(=O)C1 (configuration not stated),i,0.27,i
O=C(/C=C/c1ccc(F)cc1)Nc1ccc(S(=O)(=O)Nc2ncccn2)cc1,i,2.01,i
Cc1c(NC(=O)C2CC(c3c(F)cccc3Cl)=NO2)c(=O)n(-c2ccccc2)n1C (configuration not stated),i,-1.5,i
CCC(C)(C)NS(=O)(=O)c1cc(CN2C(=O)c3cccnc3C2=O)ccc1OC,i,-0.25,i
C=CCn1cc(/C=C/c2cc[n+](C)cc2)c2ccccc21,i,-13,i
O=C(Nc1ccc(S(=O)(=O)Nc2ncccn2)cc1)C1=COCCO1,i,0,i
O=C(N/N=C/c1ccco1)C1CC1c1ccccc1 (configuration not stated),i,0.57,i
COc1ccc(NC(=O)N2CCCc3ccccc32)cc1OC,i,1.9,i
CNC(=S)Nc1cccc(C(C)=O)c1,i,1.58,i
O=C(NCCO)c1ccc2[nH]c3c(c2c1)CCCC3,i,-0.11,i
O=C1Nc2cc(C(=O)N3CCc4ccccc4C3)ccc2S/C1=C\c1ccccc1,i,-2.62,i
CCOCCn1c(N(C)Cc2ccccc2)nc2c1c(=O)[nH]c(=O)n2C,i,-3.92,i

(cont.)
SMILES,CHT inh,Kir21 block,KCNQ2 block
O=C(CSCc1ccccc1)NC1CCSC1=O (configuration not stated),i,-0.24,i
Cc1cc(C)n(CCC(=O)N2CCc3ccccc32)n1,i,0.36,i
Cc1sc(NC(=O)c2ccco2)c(C(c2cccnc2)N2CCC(C)CC2)c1C (configuration not stated),i,-0.03,i
O=C(Nc1ccc(C(=O)O)cc1)/C(=C\c1ccccc1)NC(=O)c1ccccc1,i,0,i
Cc1ccccc1-n1nc2c(c1NC(=O)c1cccc(F)c1)CS(=O)C2 (configuration not stated),i,-0.07,i
O=[N+]([O-])c1ccc(COP(=O)(O)OCc2ccc([N+](=O)[O-])cc2)cc1,i,0.34,i
C=CCNC(=O)NC(=O)COC(=O)/C(C#N)=C/c1cc(C)n(CCC(C)C)c1C,i,-0.11,i
CCC(C(=O)OC)n1cnc2c(nnn2-c2cccc(OC)c2)c1=O (configuration not stated),i,1.16,i
CCn1cc(/C=C(\NC(=O)c2ccccc2)C(=O)NCCCN2CCOCC2)c2ccccc21,i,-1,i
CCOCCn1c(SCc2c(F)cccc2Cl)nc2c1c(=O)[nH]c(=O)n2C,i,-0.74,i
COCCCNC(=O)CN(CCc1ccccc1)S(=O)(=O)c1ccccc1,i,0.35,i
O=C1Nc2ccc([N+](=O)[O-])cc2C1(O)N1CCCCCC1 (configuration not stated),i,0.1,i

Next section:
SMILES,CHT inh,Kir21 block,KCNQ2 block
COc1ccc(O)c(/C=N/NC(=O)CCC(=O)Nc2cccc(C)c2)c1,i,-1.47,i
CC1(C2(O)CC(c3ccccc3)ON2)CCCCC1 (configuration not stated),i,1.87,i
O=C(CCc1ccccc1)Nc1nc2n(n1)C(c1ccccc1)CC(=O)N2 (configuration not stated),i,-0.26,i
CCOc1ccc(C(C(=O)NC2CCCC2)N(Cc2ccccc2)C(=O)c2nsc(Cl)c2Cl)cc1 (configuration not stated),i,-0.6,i
